Source: PubChem
Diaphorase act – compounds boosting diaphorase resazurin reduction – biochemical, uHTS, resorufin fluorescence, counter-screen for diaphorase-coupled primary assays, primary screen; activation factor at 20 µM; Diaphorase/resazurin coupled assay, 16 min; active compounds read high; 1 = vehicle wells, 0 = NADH-free wells; 190,000 compounds, 0.005% hits;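 active = diaphorase activity raised at least twofold by the compound at 20 µM; inactive = activation factor below 2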
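Material: purified diaphorase enzyme from Clostridium kluyveri / Medium: HEPES pH 7.4 buffer with MgCl2 and Tween 20 / Schedule: enzyme reaction of 16 min at room temperature / Measured by: resorufin fluorescence, excitation 544 nm, emission 590 nm / Evaluation: rise in resorufin formation, marking diaphorase activation or chemical reduction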
APP 5'UTR act – activators of APP 5'UTR luciferase reporter, primary screen, SH-SY5Y cells; SH-SY5Y APP 5'UTR luciferase reporter, luminescence; zero percent = DMSO vehicle wells; 190,000 compounds, 1% hits; AID 1276, 2008; activation, % at 2 µM;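 active = activation above a set limit, based on mean plus 3 SD of controls, cut at about 140% in these data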; note: values of inactives mirror those of a sister screen read the other way
G6PDH counter – L. mesenteroides G6PDH inhibitors, counter-screen for G6PDH-coupled screening assays, biochemical, Leuconostoc mesenteroides enzyme. Purified L. mesenteroides G6PDH, diaphorase/resazurin coupled fluorescence, 45 min. inhibition, % at 5 µM. 200,000 compounds, 0.12% hits; in the data active = inhibition above about 50%
STAT1 activator – STAT1 signaling activators, primary screen, cell-based, HTS, luciferase reporter; NIH 3T3 STAT1-luciferase reporter, IFN-gamma, luminescence; 100% = IFN-gamma alone, no compound; activation (% of control), % at 5.5 µM; 200,000 compounds, 2.6% hits;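 active = activation above the screen-wide mean activation plus 3 SD, cut at about 130% in these data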;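 note: raw ratio to IFN-gamma control signal so 100% means no change and 0% no light; values of inactives mirror those of a sister screen read the other way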
APP transl inh – inhibitors of APP translation via 5'UTR reporter, primary screen, APP 5'UTR luciferase, SH-SY5Y cells. 190,000 compounds, 0.82% hits. inhibition, % at 2 µM. SH-SY5Y APP 5'UTR-luciferase reporter, luminescence;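 active = inhibition above a set limit, derived from the sample mean plus 3 SD, cut at about 45% in these data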; note: values of inactives mirror those of a sister screen read the other way
NF-kB expr up – activators of NF-kB expression in neurons, primary screen, cell-based, HTS. human neuronal cells, NF-kB reporter expression; active compounds read high. fold change at 12.5 µM. 190,000 compounds, 1.6% hits. AID 1239, 2008; in the data active = fold change above about 3.3
FLuc act counter – FLuc activators, initial screening, artefact control for FLuc-dependent activation tests, biochemical, ATPlite luminescence. Luciferin 4-monooxygenase (Photinus pyralis), P08659. ATPlite luciferase biochemical, 10 min; 0 = ATP-free wells, 1 = DMSO control. activation factor at 10 µM. 200,000 tested, under 10 active. AID 1027, 2008;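 active = luciferase activation factor, scaled between plate controls, of at least 2 with compound at 10 µM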
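Assay system: Luciferase/luciferin detection reagent, cell-free biochemical luciferase assay / Also added: ATP substrate / Schedule: 10 min at ambient temperature / Measured by: luminescence measurement of luciferase light output / Benchmarks: low control with PBS replacing ATP, high control enzyme plus ATP without compound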
TLR4 MyD88 comp – inhibitors of TLR4-MyD88 association in cells, primary screen, cell-based, HeLa CL3-4, BLA complementation, FRET ratio | 200,000 compounds, 0.18% hits | inhibition, % at 8.4 µM | HeLa CL3-4 TLR4/MyD88 BLA complementation | Toll-like receptor 4 (Homo sapiens) + Myeloid differentiation primary response protein …; in the data active = inhibition above about 25%;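 note: 0% = vehicle and 100% = reference inhibitor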
Diaphorase inh – diaphorase inhibitors and chemical oxidizers, primary screen, counter-screen for diaphorase-coupled primary assays, biochemical, uHTS, resorufin fluorescence; AID 1217, 2008; 190,000 compounds, 0.69% hits; diaphorase resazurin-to-resorufin fluorescence, NADH, 16 min; bacterial (C. kluyveri) enzyme, not human; inhibition, % at 20 µM;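 active = primary screen inhibition at 20 µM above a set limit, cut at about 50% in these data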;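 note: plate controls were DMSO with full reaction for no effect and wells lacking NADH for full effect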
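System: Diaphorase enzyme from Clostridium kluyveri | Amount: Enzyme working solution with 0.14 U/mL diaphorase | Benchmarks: No-NADH positive control and DMSO neutral control | Signal: Fluorescence of resorufin formed from resazurin, Ex 544/Em 590 nm | Schedule: 16-min room-temperature incubation before reading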
FLuc inh counter – firefly luciferase enzyme inhibitors, primary screen, artefact control for luciferase-based inhibitor screens, biochemical, luminescence, ATPLite | inhibition, % at 10 µM | Luciferin 4-monooxygenase (Photinus pyralis), P08659 | 200,000 compounds, 1.5% hits | 10 min | AID 1006, 2008;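 active = inhibition above about 50% when tested at 10 µM, limit read from the data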
Active calls of the source: *. Outcome played no part in choosing rows; overall some 5.6% were active at least once.

Start of the data: the first 2 records, to show the layout:
#	Molecule	Diaphorase inh	FLuc act counter	TLR4 MyD88 comp	APP 5'UTR act	NF-kB expr up
1	c1ccc(C2C/C(=N\N3CCOCC3)c3ccccc3O2)cc1 (stereo unspecified)	11.0	1.1	-11.9	5.2	1.38
2	COc1ccc(OC)c(N2CC(O)(c3cccs3)[N+]3=C2SCCC3)c1 (stereo unspecified)	-7.8	1	2.6	-5.0	0.92

#	Diaphorase act	FLuc inh counter	APP transl inh	STAT1 activator	G6PDH counter
1	0.9	-8.9	-5.2	106.1	2.5
2	1.1	-2.4	5.0	72.8	4.0

Main list, from the first entry:
#	Molecule	Diaphorase inh	FLuc act counter	TLR4 MyD88 comp	APP 5'UTR act	NF-kB expr up
1	c1ccc(C2C/C(=N\N3CCOCC3)c3ccccc3O2)cc1 (stereo unspecified)	11.0	1.1	-11.9	5.2	1.38
2	COc1ccc(OC)c(N2CC(O)(c3cccs3)[N+]3=C2SCCC3)c1 (stereo unspecified)	-7.8	1	2.6	-5.0	0.92
3	O=C(CNC(c1ccccc1)c1ccccc1)Nc1cc([N+](=O)[O-])ccc1Cl	22.6	1	-17.6	4.5	1.02
4	CCOc1ccc(/C(O)=C2/C(=O)C(=O)N(Cc3cccnc3)C2c2ccc(N(C)C)cc2)c(C)c1 (stereo unspecified)	18.1	1.1	5.5	10.2	1.42
5	CC(=O)NC(CCS(C)(=O)=O)C(=O)Nc1ccccc1Cl (stereo unspecified)	2.7	1.1	-16.4	12.0	1.08
6	COc1cc(NS(=O)(=O)c2ccc(Cl)cc2)c(C(=O)O)cc1OC	14.6	1	-3.4	2.0	0.92
7	O=C(C[n+]1cccc(/C=N/O)c1)N1CCCc2ccccc21	12.5	1.1	5.4	4.3	0.9
8	CCOC(=O)C1CCN(c2c(-c3ccccc3)c3cc(Cl)ccc3[nH]c2=O)CC1	0.7	1	-10.1	-16.1	1.1
9	COc1ccc(-n2c(Cc3cccn3C)nnc2SCC(=O)Nc2ccccc2F)cc1	8.5	1.1	2.0	-3.9	0.8
10	CCOc1cc(S(=O)(=O)N(Cc2ccccc2)Cc2ccccc2)c(OCC)cc1-n1cnnn1	17.9	1.1	1.0	20.4	0.99
11	Cc1ccc(S(=O)(=O)NC(=O)c2cc(C)n(C3CC3)c2C)cc1	-5.3	1	-5.6	19.6	1.28
12	Cc1ccc2nc(/C(C#N)=C\c3cc(C)n(-c4cccc([N+](=O)[O-])c4)c3C)[nH]c2c1	20.4	1.1	17.1	5.3	0.64
13	CCOC(=O)N1CCN(C(=O)c2ccc(OC)cc2)CC1	12.1	1	-12.2	16.8	1.19
14	O=C(CCN1CCN(C/C=C/c2ccccc2)CC1)Nc1ccccc1	10.1	1	0.3	9.3	1.19
15	O=C(CCS(=O)(=O)c1cccs1)N1CCCC1	-2.5	1.1	-4.5	18.7	1.38

#	Diaphorase act	FLuc inh counter	APP transl inh	STAT1 activator	G6PDH counter
1	0.9	-8.9	-5.2	106.1	2.5
2	1.1	-2.4	5.0	72.8	4.0
3	0.8	-1.5	-4.5	97.9	9.7
4	0.8	-7.7	-10.2	89.2	5.9
5	1	-9.8	-12.0	100.5	9.2
6	0.9	-4.5	-2.0	109.6	17.3
7	0.9	-6.2	-4.3	110.6	4.7
8	1	-3.5	16.1	106.6	-10.6
9	0.9	-8.2	3.9	105.9	-11.9
10	0.8	-9.0	-20.4	105.4	-0.2
11	1.1	-3.1	-19.6	99.0	2.7
12	0.8	-8.9	-5.3	91.5	2.6
13	0.9	0.4	-16.8	96.3	7.4
14	0.9	-4.5	-9.3	88.7	-0.3
15	1	-8.6	-18.7	123.0	7.1

Quoted from the listing:
entry 4 @ Diaphorase inh = 18.1
entry 8 @ TLR4 MyD88 comp = -10.1

Continued:
#	Molecule	Diaphorase inh	FLuc act counter	TLR4 MyD88 comp	APP 5'UTR act	NF-kB expr up
16	CN1CCCN(C(=O)c2cc(=O)[nH]c3ccccc23)c2nc3ccccc3nc21	5.3	1	6.3	1.4	0.98
17	Cc1ccc(S(=O)(=O)Nc2cc(C(=O)Nc3cc(C)cc(C)c3)ccc2Cl)cc1	32.0	1	-0.1	-9.3	0.9
18	Clc1ccc(/C=N/NC(=Nc2ccccc2)c2ccccn2)c(Cl)c1	9.9	1	2.6	164.1*	3.13
19	COc1ccc(NC(=S)N(CCCN2CCOCC2)Cc2cn(C)c3ccccc23)cc1	22.1	1.1	-9.7	-5.5	1.15
20	CCOc1ccc(NC(=O)c2ccc3c(c2)N(Cc2ccc(F)cc2)C(=O)CS3=O)cc1 (stereo unspecified)	20.4	1	-12.7	-14.1	0.72
21	COc1ccccc1N1CCN(/N=C/C=C\c2ccccc2[N+](=O)[O-])CC1	18.5	1	-2.2	9.7	1.2
22	CCc1ccc(-n2c(SCC(=O)N3CCC(C(=O)O)CC3)nnc2-c2ccncc2)cc1	20.0	1	-8.0	18.3	1.12
23	Cc1ccc(NC(=O)c2ccc(S(=O)(=O)C(F)F)cc2)c(C)c1	-1.5	1	-13.4	11.6	1.21
24	N/C(Cc1ccccc1Sc1ccccc1)=N\O	6.4	1.1	-2.4	-0.4	0.97
25	Cc1cc(-c2ccccc2)nc(SCC(=O)c2cccc([N+](=O)[O-])c2)n1	22.2	1.1	1.6	6.8	0.67
26	CCOCCCN1CN(Cc2ccco2)CNC1=S	13.6	1	-8.1	42.1	0.95
27	COCCNC(=O)c1ccccc1NC(=O)C1COc2ccccc2O1 (stereo unspecified)	20.5	1	-0.1	-2.5	0.75
28	CCN(CC)c1ccc(S(=O)(=O)N2CCOCC2)cc1NC(=O)CSc1cccc[n+]1[O-]	12.6	1.1	6.4	7.5	1.21
29	CCOc1ccc(-c2nc(C#N)c(N3CCN(Cc4ccccc4)CC3)o2)cc1	12.0	1	8.5	-11.2	0.75
30	COC(=O)C(O)(CC(=O)Nc1ccccc1OC)C(F)(F)F (stereo unspecified)	10.6	1	5.0	-17.2	1.03

#	Diaphorase act	FLuc inh counter	APP transl inh	STAT1 activator	G6PDH counter
16	0.9	2.4	-1.5	97.1	27.3
17	0.7	-4.9	9.3	102.6	-20.5
18	0.9	-2.9	-164.1	128.5	5.5
19	0.8	-5.3	5.5	104.8	4.2
20	0.8	-4.6	14.1	94.2	2.8
21	0.8	2.2	-9.7	97.1	0.7
22	0.8	-4.7	-18.3	106.7	5.3
23	1	0.6	-11.6	112.9	9.8
24	0.9	-7.6	0.4	98.2	5.6
25	0.8	-6.0	-6.8	99.3	3.2
26	0.9	2.7	-42.1	104.6	7.4
27	0.8	0.0	2.5	104.0	7.4
28	0.9	-5.3	-7.5	99.0	0.3
29	0.9	-1.0	11.2	102.4	0.8
30	0.9	-4.5	17.2	101.0	7.3

(cont.)
#	Molecule	Diaphorase inh	FLuc act counter	TLR4 MyD88 comp	APP 5'UTR act	NF-kB expr up
31	CC(=O)c1ccc(-n2nncc2-c2ccc([N+](=O)[O-])cc2)cc1	-1.8	1	-2.4	11.3	1.06
32	O=C(Nc1ncc2c(n1)-c1ccccc1OC2)c1ccc(F)cc1	9.8	1	3.3	-8.2	1.03
33	CCC(=O)c1ccc(OCC(O)CN2CCN(c3ccc(F)cc3)CC2)cc1 (stereo unspecified)	14.0	1.1	3.1	-1.1	1.18
34	O=C(CN1CCCC1)Nc1ccc(Cl)cc1C(F)(F)F	3.5	1	-11.6	2.3	0.99
35	COc1ccc(C(=O)c2ccc(N(C)C)cc2)c2ccccc12	24.4	1	3.8	-91.5	2.37
36	O=C(Cc1ccc(S(=O)(=O)N2CCCC2)s1)Nc1nc2c(s1)CCCC2	29.0	1	-4.3	40.7	1.23
37	O=C(O)/C=C/C(=O)Nc1ccc(OC(F)F)cc1	6.9	1	-2.8	-8.7	1.05
38	COc1ccc(C2CC2C(C)=O)cc1 (stereo unspecified)	-10.0	1	-2.6	-9.3	0.98
39	CCOc1[nH]n(-c2ccc(Cl)cc2)c(=O)c1C=Nc1ccc(OC)cc1	11.1	1.1	-2.8	2.5	1.16
40	CC1(c2ccccc2)CC(C)(C)N(C(=O)CSc2nnc(N)s2)c2ccccc21 (stereo unspecified)	23.7	1	-5.1	27.4	0.9

#	Diaphorase act	FLuc inh counter	APP transl inh	STAT1 activator	G6PDH counter
31	1	-1.4	-11.3	95.9	7.3
32	0.9	-4.8	8.2	99.7	-3.1
33	0.9	-7.4	1.1	96.3	4.8
34	1	-3.5	-2.3	107.1	2.5
35	0.8	-3.4	91.5*	104.5	2.9
36	0.7	-4.0	-40.7	108.5	-0.8
37	0.9	-4.2	8.7	104.5	-3.6
38	1.1	-0.4	9.3	102.9	1.3
39	0.9	-7.3	-2.5	101.0	2.5
40	0.8	-2.8	-27.4	93.0	2.3

Complete entries as entered above. Values in the order: Diaphorase inh	FLuc act counter	TLR4 MyD88 comp	APP 5'UTR act	NF-kB expr up	Diaphorase act	FLuc inh counter	APP transl inh	STAT1 activator	G6PDH counter
COc1ccc(C(=O)c2ccc(N(C)C)cc2)c2ccccc12 is entered as 24.4	1	3.8	-91.5	2.37	0.8	-3.4	91.5*	104.5	2.9
CC(=O)c1ccc(-n2nncc2-c2ccc([N+](=O)[O-])cc2)cc1 is entered as -1.8	1	-2.4	11.3	1.06	1	-1.4	-11.3	95.9	7.3
CC1(c2ccccc2)CC(C)(C)N(C(=O)CSc2nnc(N)s2)c2ccccc21 (stereo unspecified) is entered as 23.7	1	-5.1	27.4	0.9	0.8	-2.8	-27.4	93.0	2.3
COc1ccc(C2CC2C(C)=O)cc1 (stereo unspecified) is entered as -10.0	1	-2.6	-9.3	0.98	1.1	-0.4	9.3	102.9	1.3
